APP 5'UTR act = activators of APP 5'UTR luciferase reporter, primary screen, SH-SY5Y cells; SH-SY5Y APP 5'UTR luciferase reporter, luminescence; zero percent = DMSO vehicle wells; activation, % at 2 µM; hit rate 1% among 190,000;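 active means activation above a set limit, based on mean plus 3 SD of controls, cut at about 140% in these data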; further: values of inactives mirror those of a sister screen read the other way
STAT1 blocker = STAT1 signaling inhibitors, primary screen, cell-based, HTS, luciferase reporter | NIH 3T3 STAT1-luciferase reporter, IFN-gamma, luminescence | inhibition, % at 5.5 µM | hit rate 0.35% among 200,000;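 active means inhibition above a set limit, the mean inhibition across all tested compounds plus 3 SD, cut at about 34% in these data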;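 further: 0% = IFN-gamma with DMSO and 100% = IFN-gamma with 300 µM nifuroxazide; values of inactives mirror those of a sister screen read the other way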
APP transl inh = inhibitors of APP translation via 5'UTR reporter, primary screen, APP 5'UTR luciferase, SH-SY5Y cells; SH-SY5Y APP 5'UTR-luciferase reporter, luminescence; inhibition, % at 2 µM; hit rate 0.82% among 190,000;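 active means inhibition above a set limit, derived from the sample mean plus 3 SD, cut at about 45% in these data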; further: values of inactives mirror those of a sister screen read the other way
NF-kB neuron act = activators of NF-kB expression in neurons, primary screen, cell-based, HTS; human neuronal cells, NF-kB reporter expression; active compounds read high; fold change at 12.5 µM; hit rate 1.6% among 190,000; in the data active means fold change above about 3.3
FLuc inh counter = firefly luciferase enzyme inhibitors, primary screen, artefact control for luciferase-based inhibitor screens, biochemical, luminescence, ATPLite. Luciferin 4-monooxygenase (Photinus pyralis), P08659. 10 min. inhibition, % at 10 µM. hit rate 1.5% among 200,000. AID 1006, 2008;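 active means inhibition above about 50% when tested at 10 µM, limit read from the data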
Target sequence (P08659 whole entry, looked up): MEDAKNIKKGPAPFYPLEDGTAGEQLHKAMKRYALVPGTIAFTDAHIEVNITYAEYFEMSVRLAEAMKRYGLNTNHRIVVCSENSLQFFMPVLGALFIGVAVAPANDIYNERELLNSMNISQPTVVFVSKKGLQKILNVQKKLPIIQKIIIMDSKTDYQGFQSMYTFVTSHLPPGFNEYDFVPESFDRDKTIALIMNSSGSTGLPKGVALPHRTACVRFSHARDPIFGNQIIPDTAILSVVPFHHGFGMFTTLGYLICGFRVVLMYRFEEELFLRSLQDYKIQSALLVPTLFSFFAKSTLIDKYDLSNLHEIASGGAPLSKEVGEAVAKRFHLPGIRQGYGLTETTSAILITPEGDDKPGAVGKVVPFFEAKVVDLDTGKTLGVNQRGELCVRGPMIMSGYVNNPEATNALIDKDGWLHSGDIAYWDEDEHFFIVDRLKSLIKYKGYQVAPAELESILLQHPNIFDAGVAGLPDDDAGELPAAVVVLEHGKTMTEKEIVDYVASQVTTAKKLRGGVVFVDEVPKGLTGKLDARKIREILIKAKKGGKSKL
STAT3 inh = IL-6 driven STAT3 reporter inhibitors, primary screen, U3A cells, luciferase, luminescence, MLSCN library; IL-6 STAT3-luciferase reporter; host cell line lacks STAT1; inhibition, % at 5.5 µM; hit rate 0.89% among 190,000; AID 862, 2007;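 active means inhibition above the mean inhibition across all screened compounds plus 3 SD, cut at about 44% in these data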;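 further: 0% = DMSO only wells and 100% = 100 µM nifuroxazide control wells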
STAT3 activator = IL-6 driven STAT3 reporter potentiators, primary screen, U3A cells, luciferase, luminescence, MLSCN library; IL-6 STAT3-luciferase reporter; 100% = signal with IL-6 EC80 alone; activation (% of control), % at 5.6 µM; hit rate 0.91% among 190,000;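 active means activation above the screen-wide mean of compound activation plus 3 SD, cut at about 130% in these data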;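 further: 0% = background luminescence of wells with medium and substrate only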
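Test system: human U3A cells carrying STAT3-luciferase construct; control set: IL-6-only wells as 100% reference; timing: compound pre-incubation 1 h before IL-6, then 6 h stimulation at 37 °C; also added: IL-6 stimulus at 33 ng/mL final; evaluation: % activation versus median of IL-6-stimulated wells; detection: reporter luminescence signal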
FLuc stim CS = FLuc activators, initial screening, artefact control for FLuc-dependent activation tests, biochemical, ATPlite luminescence; activation factor at 10 µM; AID 1027, 2008; 200,000 tested, under 10 active; ATPlite luciferase biochemical, 10 min; 0 = ATP-free wells, 1 = DMSO control; Luciferin 4-monooxygenase (Photinus pyralis), P08659;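 active means luciferase activation factor, scaled between plate controls, of at least 2 with compound at 10 µM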
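Assay system: Luciferase/luciferin detection reagent, cell-free biochemical luciferase assay / Also added: ATP substrate / Schedule: 10 min at ambient temperature / Measured by: luminescence measurement of luciferase light output / Benchmarks: low control with PBS replacing ATP, high control enzyme plus ATP without compound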
ROMK mod = ROMK potassium channel modulators, primary screen, cell-based, thallium flux, MLSMR library; ATP-sensitive inward rectifier potassium channel 1 (Homo sapiens), P48048; Tet-inducible ROMK, thallium flux fluorescence; actives lie on both sides; B-score at 10 µM; hit rate 2% among 130,000;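 active means signal ratio slope over the read window, or its plate-corrected B-score, at least 3 SD from the plate mean, either direction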;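 further: B-score of the F/F0 ratio slope over 7 to 12 s after thallium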
Target sequence (P48048 whole entry, looked up): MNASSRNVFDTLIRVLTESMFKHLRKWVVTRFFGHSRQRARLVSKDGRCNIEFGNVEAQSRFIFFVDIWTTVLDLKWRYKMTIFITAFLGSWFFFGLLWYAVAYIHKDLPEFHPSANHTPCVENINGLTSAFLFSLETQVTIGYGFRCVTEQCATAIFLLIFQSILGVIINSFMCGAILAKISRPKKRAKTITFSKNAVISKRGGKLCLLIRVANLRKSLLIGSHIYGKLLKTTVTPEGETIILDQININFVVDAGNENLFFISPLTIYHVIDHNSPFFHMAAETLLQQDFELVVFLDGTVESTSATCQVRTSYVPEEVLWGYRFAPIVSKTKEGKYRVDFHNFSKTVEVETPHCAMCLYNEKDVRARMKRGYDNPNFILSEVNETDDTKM
STAT1 activator = STAT1 signaling activators, primary screen, cell-based, HTS, luciferase reporter. NIH 3T3 STAT1-luciferase reporter, IFN-gamma, luminescence; 100% = IFN-gamma alone, no compound. hit rate 2.6% among 200,000. activation (% of control), % at 5.5 µM. AID 932, 2007;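 active means activation above the screen-wide mean activation plus 3 SD, cut at about 130% in these data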;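 further: raw ratio to IFN-gamma control signal so 100% means no change and 0% no light; values of inactives mirror those of a sister screen read the other way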
* hit, by the source's call; . = not tested or not shown.

SMILES	APP 5'UTR act	STAT1 blocker	APP transl inh	NF-kB neuron act	FLuc inh counter	STAT3 inh	STAT3 activator	FLuc stim CS	ROMK mod	STAT1 activator
Cc1cc2ncn(C(=O)N3CCCCC3)c2cc1C	-2	-4	2	1.2	-7	4	98	1.1	-0.13	104
CC(C)N1CCN(Cc2cn[nH]c2C2CCCCC2)CC1CCO (configuration not stated)	9	-2	-9	.	-1	-9	113	1	.	101
O=C(N/N=C/c1c(O)n(-c2ccccc2Cl)c(=O)c2ccccc12)C1COc2ccccc2O1 (configuration not stated)	-11	-1	11	0.74	0	6	97	1	.	101
COc1ccc(CN2CCN(Cc3ccc(C)cc3)C(CCO)C2)cc1OC (configuration not stated)	15	2	-15	1.1	-1	22	89	1	-0.9	97
CCOC(=O)c1c(C)[nH]c(C)c1C(=O)CSc1nnnn1-c1ccccc1	-11	-1	12	0.94	-4	2	100	1	-1.3	108
Nc1nc(Cl)c(C=O)c(N2CCCCC2)n1	6	-11	-6	1	-6	-4	107	1.1	-2	111
COc1ccc(C(=O)N2CC=C(c3ccccc3)CC2)cc1S(=O)(=O)N1CCOCC1	0	4	0	0.83	-4	4	101	1	-0.46	96
Cc1cnc(CNC(=O)c2ccc(OC3CCN(C(=O)C4CC4)CC3)cc2)cn1	-1	-3	1	1.3	-3	8	103	1	1.8	102
CN(CCC#N)C(=O)COC(=O)c1ccc2c(=O)n3c(nc2c1)CCC3	-19	-5	19	1.2	0	8	100	1	-0.62	105
Cc1cc(C(=O)O)ccc1-n1c(C)cc(C=C2C(=O)c3ccccc3C2=O)c1C	25	2	-25	1	1	20	91	1	0.22	97
Cc1ccc(C(=O)NC2CC(C)(C)NC(C)(C)C2)c(C)c1	10	3	-10	0.98	-4	5	98	1	0.81	98
COc1ccc(CCNC(=O)COc2ccc([N+](=O)[O-])cc2)cc1	-4	-5	4	1	-3	2	103	1	-0.67	102
COc1ccc(-c2oc3c(OC)c(OC)c(OC)c(O)c3c(=O)c2OC)cc1OC	-23	16	23	0.35	-3	.	.	1	.	85
O=[N+]([O-])c1ccc(C[n+]2cccc3ccc4cccnc4c32)cc1	26	4	-26	0.94	-2	16	88	1	0.55	95
CCCNCc1cc(OC)c(OCCC)cc1Cl	28	-3	-28	1	-2	5	98	1	.	102
Cc1ccc(NC(=O)c2cc(S(=O)(=O)N3CCCCC3)ccc2N2CCOCC2)cc1F	5	3	-5	1.8	-2	-1	101	1	-0.48	98
O=C(CSc1ccc(Cl)cc1)Nc1ccc(N2CCN(C(=O)c3ccco3)CC2)cc1	-6	4	6	0.94	-2	7	99	1	.	96
COc1ccc(S(=O)(=O)NC(CC(=O)NCc2ccc3c(c2)OCO3)c2ccco2)cc1 (configuration not stated)	-4	2	4	1.2	-5	2	103	1.1	.	98
O=C(OCc1cn(-c2ccc(Cl)c(Cl)c2)nn1)c1ccccc1	-1	-2	1	1.1	-3	4	97	1	.	101
COc1ccc(-c2[nH]c3ccccc3c2SCCNC(=O)c2cc3ccccc3oc2=O)cc1	-1	2	1	0.87	-13	-3	103	1.1	-0.43	98
Cc1ccc(S(=O)(=O)N2CCN(S(=O)(=O)c3ccc(C)cc3)C2)cc1	-11	0	11	1.1	-4	4	102	1	0.77	100
Cc1csc(SCC(=O)NC23CC4CC(CC(C4)C2)C3)n1	-2	5	2	1	-3	2	99	1	-0.31	96
O=C(O)CCC(=O)N1CCc2cc(S(=O)(=O)N3CC=C(c4ccccc4)CC3)ccc21	-3	2	3	1.3	-2	8	97	1	.	98
NS(=O)(=O)c1ccc(CCNC(=O)C2Cc3ccccc3CN2C(=O)c2ccco2)cc1 (configuration not stated)	.	-3	.	1.1	-4	-2	100	1	1.9	103
Cc1ccc2c(c1)c1c(n2CC(O)CNC(C)(C)C)CCCC1 (configuration not stated)	-17	5	17	0.78	-6	10	96	1.1	.	95
Cc1nc2cc(-c3ccc(Cl)cc3)nn2c(C)c1CCC(=O)NC(C)c1ccc2c(c1)OCCO2 (configuration not stated)	-41	9	41	0.28	-6	23	80	1.1	0.28	91
Cc1ccc(C)c(NC(=O)CN(C)C(=O)[C@@H](NC(=O)c2ccc(C(C)(C)C)cc2)C(C)C)c1	8	6	-8	1.1	-7	-2	101	1.1	.	94
CCOc1cc(/C=N/NC(=O)c2ccncc2)ccc1OC(=O)c1ccc([N+](=O)[O-])cc1	-3	1	3	0.89	-9	7	100	1.1	-0.083	99
C#Cc1ccc([C@H]2C=C(C(=O)NC3CC3)O[C@@H](OCC)[C@@H]2CCCO)cc1	-1	9	1	1.3	0	.	.	1	.	93
Cn1c(=O)c2sccc2n2c(CCCC(=O)NCc3ccc4c(c3)OCO4)nnc12	11	-8	-11	0.86	4	5	100	1	0.13	107
O=C(CCCC(=O)NCc1ccccc1)NCc1ccccc1	25	-20	-25	1.1	-2	1	101	1	.	117
Cc1cccc(C2c3[nH]c4ccccc4c3CCN2C(=O)c2cc(-c3cccn3C)n[nH]2)n1 (configuration not stated)	6	6	-6	0.6	-9	-38	134*	1.1	0.42	92
CC[C@@H](C)C(NC(=O)OC(C)(C)C)c1cn([C@@H](CCCCNC(=O)OC(C)(C)C)C(=O)N2CCN(C(=O)OC(C)(C)C)CC2)nn1 (some centres not stated)	15	-5	-15	0.47	-5	.	.	1	.	106
O=C(c1cc(-c2ccc(O)cc2)on1)N1CCc2ccccc2C1	13	-6	-13	1.6	0	22	86	1	.	105
COc1ccc(C(F)(F)F)cc1N/C=C\c1nnnn1-c1ccccc1	-5	6	5	1.3	-4	18	87	1	.	95
N#Cc1ccc(/C=C/C(=O)c2ccc3c(c2)OCO3)cc1	15	7	-15	1.2	14	10	93	0.9	0.034	93
COc1ccc(/C=N/N=C2/NC(=O)C(c3ccccc3)(c3ccccc3)S2)cc1	-3	-1	3	0.94	-2	11	96	1	0.074	101
Cc1c(Cl)cccc1NC(=O)CCCN1C(=O)c2cccnc2C1=O	31	0	-32	1.1	-6	27	82	1.1	0.07	99
Cc1cc(N)n(-c2ccc(S(=O)(=O)c3ccc(C(C)C)cc3)cc2)n1	-14	6	14	1.1	-2	4	101	1	-2	94
Nn1c(SCc2cn3ccsc3n2)nnc1-c1ccncc1	-2	-2	2	0.96	-3	15	92	1	.	103
C=C1CC(C(=O)N/N=C/c2ccc(O)cc2)C1	4	-1	-4	1.7	1	-8	108	1	-0.21	100
Cc1ccc(/C=N/n2c(C3CCCCC3)n[nH]c2=S)o1	3	2	-3	1.2	-4	-1	100	1	-0.12	99
COC(=O)c1ccccc1NC(=O)CSc1nc(NC(=O)c2ccccc2)c2c(C)c(C)oc2n1	-12	-2	12	0.75	-21	-10	109	1.2	.	102
Cn1c(NCCCO)nc2c1c(=O)n(Cc1ccccc1F)c(=O)n2C	-2	-7	2	1	-6	-7	108	1.1	1.2	107
Cc1ccccc1N(C(=O)Cc1ccsc1)C(C(=O)NC1CCCCC1)c1ccc(F)cc1 (configuration not stated)	-3	2	3	1	-1	-14	113	1	-1.1	98
COc1cc(C=O)ccc1OCCOCCOc1c(C)cc(Cl)cc1Cl	-12	-1	12	1	-6	5	101	1.1	.	101
O=C(C1CCN(c2nnc(N3CCCC3=O)s2)CC1)N1CCN(Cc2ccc3c(c2)OCO3)CC1	4	-8	-4	0.81	-10	-13	117	1.1	.	109
CCc1nnc(NC(=O)c2ccc(OC)cc2OC)s1	111	-47	-111	2.2	54*	49*	57	0.5	0.86	143*
CN(C)c1ncc(S(=O)(=O)c2ccccc2)c(-c2ccccc2Cl)n1	.	-2	.	0.98	-8	9	98	1.1	.	102
CC1(C)CC(CC(=O)Nc2ccc([N+](=O)[O-])cc2)C(=O)O1 (configuration not stated)	-6	2	6	1	-4	2	99	1	.	98
CCSc1nnc(NC(=O)c2ccc3ccccc3n2)s1	103	-45	-103	3	25	-25	125	0.7	.	142*
CCOC(=O)c1c(NC(=O)C[n+]2ccc(N(C)C)cc2)sc(C)c1C	15	10	-15	0.85	-7	20	85	1.1	-0.58	89
O=C(CSC1=NCCS1)Nc1cccc(F)c1	-3	-3	3	1.1	-6	-6	107	1.1	0.11	103

Compounds listed so far that have an aryl thioether with sulfur outside any ring (7):
SMILES	APP 5'UTR act	STAT1 blocker	APP transl inh	NF-kB neuron act	FLuc inh counter	STAT3 inh	STAT3 activator	FLuc stim CS	ROMK mod	STAT1 activator
CCOC(=O)c1c(C)[nH]c(C)c1C(=O)CSc1nnnn1-c1ccccc1	-11	-1	12	0.94	-4	2	100	1	-1.3	108
O=C(CSc1ccc(Cl)cc1)Nc1ccc(N2CCN(C(=O)c3ccco3)CC2)cc1	-6	4	6	0.94	-2	7	99	1	.	96
COc1ccc(-c2[nH]c3ccccc3c2SCCNC(=O)c2cc3ccccc3oc2=O)cc1	-1	2	1	0.87	-13	-3	103	1.1	-0.43	98
Cc1csc(SCC(=O)NC23CC4CC(CC(C4)C2)C3)n1	-2	5	2	1	-3	2	99	1	-0.31	96
Nn1c(SCc2cn3ccsc3n2)nnc1-c1ccncc1	-2	-2	2	0.96	-3	15	92	1	.	103
COC(=O)c1ccccc1NC(=O)CSc1nc(NC(=O)c2ccccc2)c2c(C)c(C)oc2n1	-12	-2	12	0.75	-21	-10	109	1.2	.	102
CCSc1nnc(NC(=O)c2ccc3ccccc3n2)s1	103	-45	-103	3	25	-25	125	0.7	.	142*

Rows are unselected; overall some 7.1% were active at least once.
